NCOA3 inh: inhibits human SRC3 coactivator; inhibition, % at 3.6 µM; Q9Y6Q9; hit rate 0.17% among 360,000; AID 588352; HEK293 GAL4-SRC3 luciferase reporter, luminescence;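 active = inhibition above a per-campaign cutoff, the mean of all compounds plus 3 SD, cut at about 60% in these data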;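 also: 0% = DMSO-treated cells and 100% = gossypol-treated cells at 36 µM; higher means less SRC3-driven luciferase light from the GAL4 reporter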
TRAIL sens C8: caspase-8 TRAIL sensitization; inhibition (viability loss, TRAIL sensitization), % at 10 µM; AID 624354; NB7+C8 cells + TRAIL, ATPlite viability luminescence; hit rate 1% among 360,000;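 active = compounds causing at least 50% loss of cell viability in the single-dose screen, relative to plate controls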
NOD2 RIPK2 PPI: blocks binding of human NOD2 to RIPK2; hit rate 0.38% among 360,000; CHO BLA complementation NOD2-RIPK2, CCF4 ratio; O43353; inhibition, % at 4.98 µM; AID 624267; in the data active = inhibition above about 21%;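 also: 0% = vehicle only and 100% = reference blocker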
NCOA1 inh: human NCOA1 inhibition. Q15788. HEK293 GAL4-SRC1 luciferase reporter, luminescence. inhibition, % at 3.6 µM. hit rate 0.12% among 360,000. AID 588354;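 active = inhibition above the campaign mean plus 3 SD, with each screening campaign given its own cutoff, cut at about 60% in these data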;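 also: 0% = DMSO treated cells and 100% = gossypol at 36 µM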
TROY NFkB inh: inhibitors of TROY-dependent NF-kB signaling; Q293 LMP1-TROYcd NF-kB luciferase reporter, 4 h; inhibition, % at 10 µM; hit rate 0.98% among 360,000;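 active = compounds whose plate-normalised and pattern-corrected inhibition of the luciferase reporter signal at the single screening dose is 50% or more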
NR2F2 inh: inhibitors of human COUP-TFII (NR2F2) | P24468 | HEK293T NGFI-A luciferase reporter, luminescence | inhibition, % at 8.6 µM | hit rate 0.7% among 370,000 | AID 686940;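 active = inhibition above a per-plate cutoff, mean inhibition of test wells between control levels plus 3 SD, cut at about 38% in these data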;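 also: cells cotransfected with COUP-TFII expression vector driving the NGFI-A reporter; 0% = median of COUP-TF2 test wells and 100% = reporter-only cells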
LRH-1 inv ag: inverse agonists of human LRH-1 (NR5A2); hit rate 0.13% among 360,000; inhibition, % at 3.6 µM; HEK293T StAR-luciferase reporter, LRH-1 transfected, 24 h;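 active = inhibition above the mean inhibition of all tested compounds plus 3 SD, cut at about 73% in these data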;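 also: 0% = DMSO wells and 100% = reporter-only cells lacking LRH-1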
NCOA2 inhibitor: human SRC2 (NCOA2) inhibition; inhibition, % at 9 µM; Q15596; HEK293 GAL4-SRC2 luciferase reporter, luminescence; AID 651957; hit rate 0.17% among 370,000;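 active = inhibition above the mean inhibition of all tested compounds plus 3 SD, set per campaign, cut at about 52% in these data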;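 also: 0% = DMSO treated cells and 100% = cells given Gossypol at 36 µM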
Target sequence (Q15596 whole entry, looked up, the tested form may be a part): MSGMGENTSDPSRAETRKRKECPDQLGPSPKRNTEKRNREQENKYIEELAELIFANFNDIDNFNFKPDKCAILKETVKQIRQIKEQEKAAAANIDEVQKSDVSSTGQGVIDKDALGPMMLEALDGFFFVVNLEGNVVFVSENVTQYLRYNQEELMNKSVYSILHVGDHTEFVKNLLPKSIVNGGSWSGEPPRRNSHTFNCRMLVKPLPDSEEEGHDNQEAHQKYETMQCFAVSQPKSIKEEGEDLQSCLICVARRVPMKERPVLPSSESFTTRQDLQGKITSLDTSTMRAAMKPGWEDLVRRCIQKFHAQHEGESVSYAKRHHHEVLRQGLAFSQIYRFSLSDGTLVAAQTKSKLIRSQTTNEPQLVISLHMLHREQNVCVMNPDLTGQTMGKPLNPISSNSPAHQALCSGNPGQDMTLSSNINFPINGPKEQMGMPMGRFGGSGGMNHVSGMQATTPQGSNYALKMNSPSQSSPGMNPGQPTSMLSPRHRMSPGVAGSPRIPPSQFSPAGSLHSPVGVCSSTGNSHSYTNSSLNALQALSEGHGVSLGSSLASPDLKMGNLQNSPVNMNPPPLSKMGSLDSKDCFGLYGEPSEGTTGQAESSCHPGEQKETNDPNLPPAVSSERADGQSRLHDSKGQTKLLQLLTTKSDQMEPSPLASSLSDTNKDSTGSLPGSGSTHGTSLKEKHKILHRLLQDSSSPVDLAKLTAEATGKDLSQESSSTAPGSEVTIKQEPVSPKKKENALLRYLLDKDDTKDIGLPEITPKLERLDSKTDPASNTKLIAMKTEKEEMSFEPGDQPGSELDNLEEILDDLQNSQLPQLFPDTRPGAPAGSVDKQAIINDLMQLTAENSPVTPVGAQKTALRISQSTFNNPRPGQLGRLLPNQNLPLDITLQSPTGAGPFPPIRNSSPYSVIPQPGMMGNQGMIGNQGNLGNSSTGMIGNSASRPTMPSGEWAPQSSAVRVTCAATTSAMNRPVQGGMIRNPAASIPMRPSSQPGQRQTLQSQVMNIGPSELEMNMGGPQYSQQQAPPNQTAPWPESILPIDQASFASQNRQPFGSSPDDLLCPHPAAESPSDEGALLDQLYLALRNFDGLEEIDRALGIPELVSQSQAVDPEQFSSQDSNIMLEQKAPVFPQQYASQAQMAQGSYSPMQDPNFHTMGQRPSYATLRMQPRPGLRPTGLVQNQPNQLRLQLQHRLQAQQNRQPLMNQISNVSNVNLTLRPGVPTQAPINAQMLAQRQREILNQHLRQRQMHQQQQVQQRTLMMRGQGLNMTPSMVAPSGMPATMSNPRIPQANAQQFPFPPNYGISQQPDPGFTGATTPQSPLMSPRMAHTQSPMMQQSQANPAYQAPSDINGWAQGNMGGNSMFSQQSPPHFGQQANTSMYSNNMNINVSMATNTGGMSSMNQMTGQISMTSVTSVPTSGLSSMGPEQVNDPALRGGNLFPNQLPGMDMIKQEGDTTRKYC
LMP1 NFkB inh: Epstein-Barr LMP1 NF-kappaB reporter inhibition; LMP1-induced NF-kappaB luciferase reporter cells, luminescence; inhibition, % at 12.5 µM; hit rate 0.69% among 350,000; AID 504558; in the data active = inhibition above about 41%;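 also: 0% = neutral control wells and 100% = reference inhibitor control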
TWEAK Fn14 block: blocks TWEAK-Fn14 interaction in a reporter cell assay | TWEAK-stimulated Fn14 reporter cells, luciferase luminescence, 8 h | inhibition, % at 10 µM | hit rate 2% among 360,000; in the data active = inhibition above about 50%
TLR9-MyD88 inh: TLR9-MyD88 interaction inhibition | inhibition, % at 4.98 µM | hit rate 0.21% among 340,000 | Q9NR96+Q99836 | CHO BLA complementation TLR9-MyD88, CCF4 FRET ratio;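 active = inhibition above the mean over all tested compounds plus 3 SD, cut at about 21% in these data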;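 also: 0% = DMSO only wells and 100% = clavulanate BLA inhibitor control wells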
* hit, by the source's call; / = no result given. The list is partial. The share of hits here may be higher or lower than overall.

SMILES	NCOA3 inh	TRAIL sens C8	NOD2 RIPK2 PPI	NCOA1 inh	TROY NFkB inh	NR2F2 inh	LRH-1 inv ag	NCOA2 inhibitor	LMP1 NFkB inh	TWEAK Fn14 block	TLR9-MyD88 inh
COc1ccc(CNC(=O)c2cnc3n(c2=O)CCS3)cc1	3	5	-7	10	12	-14	-4	-3	0	3	3
O=S(=O)(Nc1cccc(-c2cn3c(n2)SCC3)c1)c1cccs1	10	0	-14	-5	15	-24	-35	-17	-2	-6	-3
CC(C)c1nnc(SCC(=O)NC2CCCC2)n1C	-9	-2	-4	2	-9	6	-5	3	0	5	-7
c1ccc2c(c1)[nH]c1c(N3CCC4(CC3)OCCO4)ncnc12	2	9	0	4	9	/	8	/	22	21	-9
Cc1ncn(C23CC4CC(CC(O)(C4)C2)C3)n1	1	-5	5	-22	-7	6	16	-4	3	-1	4
O=C(CSc1ccsc1[N+](=O)[O-])N1CCN(c2ccccn2)CC1	10	11	-7	-6	8	-2	2	-12	-14	-10	-4
O=C(CCNC(=O)Cn1ccc2ccccc2c1=O)NCCN1CCN(c2ccccc2F)CC1	16	-3	1	-1	-11	4	2	4	9	7	-2
COc1ccccc1-n1c(C)cc(SC)c(C(C)=O)c1=S	11	-3	-9	6	-9	-4	12	15	-1	9	-11
COC(=O)[C@]1(C)N[C@H](CN(C)C(=O)c2ccccc2)[C@@H]2C(=O)N(C)C(=O)[C@@H]21	8	-15	-1	6	-2	0	23	-34	-7	-5	-7
COc1ccc(CN(C)C(=O)c2cc(-c3ccc(C)cc3C)nc3ccccc23)c(OC)c1OC	22	17	-3	17	22	20	5	12	20	32	-5
O=C(Nc1ccc(S(=O)(=O)Nc2ncccn2)cc1)c1cccc([N+](=O)[O-])c1	-18	-22	7	0	5	-11	-3	-28	2	0	-8
COc1cccc(C(=O)N2CCN(Cc3nc(CC4CC4)no3)CC2)c1	8	7	-8	4	-7	-5	1	8	-5	-2	0
CCn1c(=O)n(CC)c2cc(N3CCCC3)c(NC(=O)c3ccc(OC)c(Br)c3)cc21	-37	15	-6	-2	-10	-5	8	18	7	-17	-3
CCCC(N)CCCCCC(=O)O (centres undefined)	-4	6	0	-20	5	11	-3	5	0	7	1
CN1CCN(NC(=O)c2ccc(COc3ccccc3Br)o2)CC1	4	-8	-5	-4	-25	1	-2	-7	7	-9	1
CC(OC(=O)c1cc(-c2cccnc2)nc2ccccc12)C(=O)Nc1ccc2ccccc2c1 (centres undefined)	13	5	-14	5	1	4	18	1	10	19	7
O=C(O)CCCn1nc(-c2ccccc2)c2ccccc21	10	-10	-17	-1	4	0	9	0	0	0	7
O=C1c2cccc3cccc(c23)C(=O)N1c1cccc(O)c1	-23	-8	-12	-2	-12	-1	-16	-19	/	-44	-6
CCN(CC)CCOc1ccccc1OC	-11	12	-9	9	-10	13	-6	-6	1	-9	-8
COc1ccccc1CNC(=O)N1CCN(S(=O)(=O)c2ccc(C)cc2)CC1	-22	1	-19	-6	2	-12	17	-5	-5	12	-5
CC(C)(C)NC(=O)COC(=O)c1ccccc1NC(=O)c1ccco1	-2	-7	-9	4	-5	-6	27	-23	0	11	10
COc1ccc(CN2CCC(CO)(Cc3ccccc3)CC2)cc1Cn1cccn1	4	0	-7	0	-12	13	-1	-10	-2	2	-7
C[C@@H]1ON(C)[C@H]2C[C@H]3c4[nH]c5ccc(-c6ccc7c(c6)OCO7)cc5c4CCN3C[C@@H]12	-1	6	-5	-16	30	-7	-15	5	-20	85*	-1
Cc1ccc(NC(=O)CCn2cc(C(F)(F)F)ccc2=O)cc1	12	4	-25	-6	-13	-4	0	-15	/	9	/
CC1CN(C(=O)N[C@@H](Cc2ccccc2)C(=O)O)CC(C)O1 (some centres undefined)	-14	-6	-8	12	/	6	-6	-13	-2	-20	-3
C=CCN1C(=NC(=O)CCC)SC2CS(=O)(=O)CC21 (centres undefined)	6	-12	-3	-30	5	4	13	17	3	0	-7
O=C1OC(CC(=O)N(Cc2nnc(-c3ccccc3Cl)o2)C2CC2)c2ccccc21 (centres undefined)	-17	22	-15	0	-7	-11	14	20	0	-16	4
COc1ccc(N(Cc2ccccc2)S(=O)(=O)c2cc(C(=O)O)ccc2Cl)cc1	15	8	-6	2	10	7	-4	8	-4	7	-1
O=C(NC1CCCC1)c1ccc(CN2CCOCC2)cc1	-11	-1	-1	-5	-28	3	-7	-17	-37	4	5
COc1cc(Cl)ccc1OCc1cc(C(=O)N2CCCCC2c2cccnc2)no1 (centres undefined)	-8	4	5	-8	-41	6	-20	-12	-7	-29	6
CC(C)C[C@H]1CN([C@@H](Cc2ccc(O)cc2)CN2CCC[C@H]2CN2C(=O)C(=O)NC[C@@H]2Cc2ccccc2)C(=O)C(=O)N1CC1CCCCC1	/	-4	-6	/	18	-11	-4	22	/	32	/
CCCNCC1C(Oc2ccc(Cl)cc2)C(=O)N1c1ccccc1C (centres undefined)	2	-1	-9	-6	-13	8	0	-28	-6	-5	-8
CCN(C(=O)CSc1nncs1)c1c(N)n(Cc2ccccc2)c(=O)[nH]c1=O	-13	0	-4	4	8	1	-2	-26	-13	-29	0
Fc1cccc(Cl)c1CNn1cn[nH]c1=S	3	-5	4	-28	-16	5	-2	25	4	1	7
Cc1[nH]c2ccc(C(=O)N3CCN(c4cccc(Cl)c4)CC3)cc2c1C	-10	15	4	-1	37	-11	-4	-6	2	24	-9
O=C(c1ccco1)N(Cc1cc2ccccc2[nH]c1=O)CC1CCCO1 (centres undefined)	17	-5	5	-2	-9	14	6	-10	-8	11	5
COc1cc(C)nc(Nc2nc(C)c(C(C)=O)s2)n1	-33	8	4	-16	-22	12	11	0	-17	7	-2
Cc1cccc(C#CC2=CC(=O)CC(C)(C)C2)c1	-16	8	-5	-2	-45	-25	-4	10	-16	-7	1
COc1ccc(S(=O)(=O)N2CCN(c3ncccn3)CC2)cc1OC	-2	1	2	10	-6	15	4	-3	17	-3	-2
O=C(Cc1ccc(Cl)cc1)Nc1ccc(NC(=O)c2cccs2)cc1	4	-9	5	-42	-7	-2	-4	7	-9	-26	1
O=C(NNC1CC(=O)N(c2ccc(Br)cc2)C1=O)c1cccnc1 (centres undefined)	-12	1	-9	-5	2	12	5	-12	2	-15	4
CCOc1ccc(-n2c(=O)c3c(C)c(C(=O)N(C)C)sc3n(CC(=O)Nc3ccccc3F)c2=O)cc1	11	-1	-4	-10	1	-3	-9	-7	-9	1	-6
O=C(NNC(=O)c1ccccc1Cl)c1ccco1	-28	6	-7	-4	-34	-5	-20	3	-2	17	-5
COC(=O)C[C@H]1CC[C@H](NC(=O)Nc2ccccc2F)[C@@H](CO)O1	/	-6	-13	/	/	-1	19	-6	/	/	/
Cc1cccc(OCC(=O)NCCCNC(=O)c2cnccn2)c1	-23	-6	2	-4	5	-3	6	-17	-3	-2	3
O=C(CSCc1ccccc1Br)N/N=C/c1ccc2c(c1)OCO2	-12	-6	-6	-11	-17	5	7	22	10	-18	1
COCCCNC(=O)CCCC(=O)NCCCOC	7	6	-9	-3	6	4	0	-9	-15	-22	2
Cc1cc(C)n2c(Nc3ccc4c(c3)OCCO4)c(-c3ccc(F)cc3)nc2n1	/	2	-5	/	-59	-51	-73	-40	/	19	/

Given as a markdown table: entries from further up
| Compound | NCOA3 inh | TRAIL sens C8 | NOD2 RIPK2 PPI | NCOA1 inh | TROY NFkB inh | NR2F2 inh | LRH-1 inv ag | NCOA2 inhibitor | LMP1 NFkB inh | TWEAK Fn14 block | TLR9-MyD88 inh |
| --- | --- | --- | --- | --- | --- | --- | --- | --- | --- | --- | --- |
| O=C(NNC1CC(=O)N(c2ccc(Br)cc2)C1=O)c1cccnc1 (centres undefined) | -12 | 1 | -9 | -5 | 2 | 12 | 5 | -12 | 2 | -15 | 4 |
| O=C(NNC(=O)c1ccccc1Cl)c1ccco1 | -28 | 6 | -7 | -4 | -34 | -5 | -20 | 3 | -2 | 17 | -5 |
| COCCCNC(=O)CCCC(=O)NCCCOC | 7 | 6 | -9 | -3 | 6 | 4 | 0 | -9 | -15 | -22 | 2 |
| Cc1cccc(C#CC2=CC(=O)CC(C)(C)C2)c1 | -16 | 8 | -5 | -2 | -45 | -25 | -4 | 10 | -16 | -7 | 1 |

(more compounds)
SMILES	NCOA3 inh	TRAIL sens C8	NOD2 RIPK2 PPI	NCOA1 inh	TROY NFkB inh	NR2F2 inh	LRH-1 inv ag	NCOA2 inhibitor	LMP1 NFkB inh	TWEAK Fn14 block	TLR9-MyD88 inh
CC(C)(C)NC(=O)C1(C)CCC(=O)N1CCCn1ccnc1 (centres undefined)	0	4	3	27	-6	22	3	21	/	10	/
COc1ccc(/C=C(/NC(=O)c2cccs2)C(=O)NCc2ccco2)cc1OC	16	5	7	-1	14	2	23	-12	3	-1	4
CCc1ccc(CNC(=O)c2ccc(OC)c(OC3CCN(C(C)C)CC3)c2)nc1	-15	7	-4	3	-10	4	2	9	-1	3	-8
COC(=O)c1cn(S(=O)(=O)c2ccccc2)c2ccccc12	12	14	-11	22	-14	12	-3	8	-4	8	11
O=C(O)CN1C(=O)/C(=C\c2cccc(OC(=O)c3ccco3)c2)SC1=S	2	-1	-17	-9	-27	4	-2	0	9	-2	6
O=C(CCNC(=O)c1ccccc1)Nc1ccc(F)c(Cl)c1	15	-2	-7	12	5	-1	5	0	2	6	-2
Oc1c(C(c2ccccc2)N2CCCCC2)ccc2ccccc12 (centres undefined)	-3	-23	-17	0	-15	12	16	-7	0	15	0
O=C(COC(=O)c1ccc(S(=O)(=O)C(F)F)cc1)NC(=O)NC1CCCCC1	14	-28	2	-21	-11	8	5	2	-2	-14	2
CC(=O)N1c2ccc(S(=O)(=O)N(C)CC(=O)Nc3cccc(C)c3)cc2CC1C (centres undefined)	10	5	-6	15	5	12	-6	-13	-1	23	-5
COC(=O)c1ccc(C(=O)N2CCCC(Nc3ccc(C(C)C)cc3)C2)nc1 (centres undefined)	5	-5	-3	-2	-1	2	-5	8	2	-6	-9
C=C(C)C(=O)OC1(C(F)(F)F)Oc2cc(C)ccc2NC1=O (centres undefined)	8	3	13	1	0	-13	8	41	-25	10	1
CC(C)CNC(=O)CN(C)S(=O)(=O)c1ccc(F)cc1	9	2	-5	2	8	9	-33	-6	1	9	5
Cc1nnc(N(C)C(=O)c2ccccn2)s1	-2	-6	-12	-13	4	-4	24	-5	-9	-45	1
Oc1c(Cl)cc(Cl)cc1C1Nc2ccccc2-n2cccc21 (centres undefined)	29	-13	-5	3	23	-17	3	-1	-1	2	-11
Cc1cc(NC(=S)N(CCN2CCCCC2)Cc2ccco2)ccc1Cl	2	-4	-5	-6	-21	-7	-10	4	1	0	0
Cn1c(=O)c2c(nc(N3CCCCCC3)n2Cc2cccc3ccccc23)n(C)c1=O	-15	-4	4	1	13	-3	-6	-23	-3	-6	-5
Cc1nccn1-c1ccc(NC(=O)[C@H]2O[C@@H](n3ccc(N)nc3=O)[C@H](O)[C@@H]2O)cc1	/	1	5	/	-1	5	2	-10	/	-5	/
O=C(c1ccc(S(=O)(=O)NCc2ccco2)cc1)N1CCCC(C(F)(F)F)C1 (centres undefined)	14	-4	7	-4	-4	-2	-3	18	9	10	-12
O=C(NCC1CCCN(C(=O)c2cccnc2)C1)c1ccc(-c2ccccc2)cc1 (centres undefined)	25	1	-4	18	-25	5	5	-13	2	3	9
O=S(=O)(Cc1ccccc1Cl)c1ncn[nH]1	9	2	-14	-4	-13	-15	0	-30	/	2	/

High-throughput results from PubChem.
